SR-BI uptake up – activators of SR-BI mediated HDL lipid uptake; CHO ldlA[mSR-BI] cells, DiI-HDL uptake fluorescence, 3 h; 100 = double the neutral-control signal; 320,000 tested, 0.096% active; activation, % at 12.5 µM;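 active means mean replicate activation of at least 60% and every replicate at or above 60%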;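 further: 0% = median plate neutral-control signal and 100% = twice that signal; values of inactives mirror those of a sister screen read the other way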
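Material – SR-BI-overexpressing, LDLR-lacking CHO cells · Medium – BSA-supplemented, HEPES-buffered Ham's F12, pH 7.4 · Doses – single concentration · Times – compound with DiI-HDL co-incubation, 3 h at 37 °C · Measured by – bottom-read fluorescence, 550/595 nm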
dFosB activator – mouse delta FosB homodimer activation; P13346; purified delta FosB, TAMRA-CDK5 oligo fluorescence polarization; percent of positive-control signal above neutral wells; activation, % at 25 µM; 340,000 tested, 0.99% active; AID 493131;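 active means mean activation above about 17%, with every replicate also reaching it, limit read from the data, passing the limit was not always enough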;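 further: fluorescence polarization rise as delta FosB binds a TAMRA Cdk5 AP-1 oligo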
Target sequence (P13346 whole entry, looked up): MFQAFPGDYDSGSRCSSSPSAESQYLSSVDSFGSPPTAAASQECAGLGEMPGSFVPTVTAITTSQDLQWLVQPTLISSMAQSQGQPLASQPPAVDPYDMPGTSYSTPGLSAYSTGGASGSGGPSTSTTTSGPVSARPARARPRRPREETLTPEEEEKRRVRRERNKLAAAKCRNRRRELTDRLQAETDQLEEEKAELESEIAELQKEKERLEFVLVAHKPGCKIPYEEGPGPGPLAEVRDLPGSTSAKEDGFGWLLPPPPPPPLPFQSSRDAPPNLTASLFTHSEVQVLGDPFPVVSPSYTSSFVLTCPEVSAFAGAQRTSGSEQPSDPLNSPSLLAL
PvdQ inh – blocks Pseudomonas aeruginosa PvdQ acylase activity; AID 488965; 340,000 tested, 0.063% active; inhibition, % at 10 µM; purified PvdQ acylase, fluorescence plate reader; in the data active means inhibition above about 30%, passing the limit was not always enough;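 further: 0% = vehicle neutral wells and 100% = reference inhibitor wells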
CDK5 p35 inh – blocks human CDK5/p35 kinase activity. Recombinant CDK5/p35, ADP-Glo luminescence, 60 min. inhibition, % at 10 µM. 330,000 tested, 0.01% active. AID 488839;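 active means highest replicate inhibition of at least 50% and at least 75% of replicates reaching 50%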;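 further: plate controls were DMSO neutral control for no effect and GW8510 at 10 µM for full effect; many of its hits are not listed in these tables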
Rtt109 Vps75 – inhibitors of Candida albicans Rtt109/Vps75 histone acetyltransferase | Q5AAJ8 | purified Rtt109/Vps75, ThioGlo CoA-SH fluorescence, 4 h | inhibition, % at 34.9 µM | 330,000 tested, 0.16% active;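 active means inhibition of at least 50% in every replicate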
Target sequence (Q5AAJ8 whole entry, looked up): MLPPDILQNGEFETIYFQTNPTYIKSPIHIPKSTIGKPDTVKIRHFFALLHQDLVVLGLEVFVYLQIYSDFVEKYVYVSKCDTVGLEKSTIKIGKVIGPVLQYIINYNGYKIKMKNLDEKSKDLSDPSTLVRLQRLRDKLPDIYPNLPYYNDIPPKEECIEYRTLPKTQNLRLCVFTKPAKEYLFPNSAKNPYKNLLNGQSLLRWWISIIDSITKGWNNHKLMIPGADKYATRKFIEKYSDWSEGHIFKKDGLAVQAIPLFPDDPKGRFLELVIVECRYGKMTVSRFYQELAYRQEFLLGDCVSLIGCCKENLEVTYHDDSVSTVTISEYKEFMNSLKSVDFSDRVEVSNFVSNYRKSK
cardiac RTF act – cardiac RTF calcium sensitization; AID 493008; P19429+P45379; 340,000 tested, 0.24% active; activation, % at 7.2 µM; IANBD-labeled TnC RTF fluorescence at EC20 calcium; 0% EC20 calcium, 100% full calcium;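 active means activation above the mean over all tested compounds plus 3 SD, cut at about 30% in these data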;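 further: rise in fluorescence read as greater calcium sensitivity of cardiac thin filaments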
MITF act – MITF TRPM1 promoter activation in melanoma cells; SK-MEL-5 TRPM1-promoter luciferase, 24 h; % of positive control, neutral wells = 0; activation, % at 12.5 µM; 300,000 tested, 0.75% active;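 active means mean activation of at least 80% with every replicate also reaching 80%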;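 further: 0% = neutral control wells and 100% = parthenolide positive control wells; values of inactives mirror those of a sister screen read the other way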
Wnt act – activators of Wnt/beta-catenin signaling; 300,000 tested, 1.2% active; Wnt/beta-catenin reporter cell assay, activator, plate reader; activation, % at 9.35 µM; in the data active means activation above about 30%, passing the limit was not always enough;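 further: 0% = neutral control wells and 100% = positive control wells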
HTR5A ag ctr – activates human HTR5A in OPRM1-OPRD1 agonist counter-screen | activation, % at 9.3 µM | HTR5A agonist assay, luminescence, cell-based | P47898 | 340,000 tested, 0.61% active; in the data active means activation mostly above about 9.5%, no sharp cut-off; inactive means mostly below about 7.6%;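 further: 0% = cells with vehicle only and 100% = reference agonist; strong numbers were not always called active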
Target sequence (P47898 whole entry, looked up): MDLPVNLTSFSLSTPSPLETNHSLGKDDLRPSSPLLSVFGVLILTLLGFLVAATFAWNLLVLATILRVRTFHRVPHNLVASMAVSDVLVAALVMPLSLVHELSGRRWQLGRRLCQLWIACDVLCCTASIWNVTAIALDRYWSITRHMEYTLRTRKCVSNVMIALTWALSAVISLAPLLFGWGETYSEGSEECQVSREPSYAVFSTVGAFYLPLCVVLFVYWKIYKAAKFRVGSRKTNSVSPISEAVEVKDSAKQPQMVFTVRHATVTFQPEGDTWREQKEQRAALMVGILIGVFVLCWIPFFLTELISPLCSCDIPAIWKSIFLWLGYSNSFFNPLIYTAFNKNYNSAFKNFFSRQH
SR-BI DiI inh – blocks mouse SR-BI lipid uptake from DiI-HDL | Q61009 | ldlA[mSR-BI] CHO cells, DiI-HDL uptake fluorescence, 3 h | inhibition, % at 12.5 µM | 320,000 tested, 0.96% active | AID 488896;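 active means mean replicate inhibition of at least 70% and a set share of replicates each scoring 70 or more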;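 further: 0% = median of neutral control wells and 100% = median of positive control wells; values of inactives mirror those of a sister screen read the other way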
The depositor's hits bear a star; & = joins results of further samples.

What do the screens show for `COc1cc(C)cc2oc(=O)c(CC(=O)N3CCN(C(=O)C4COc5ccccc5O4)CC3)c(C)c12` (stereo not given)?
SR-BI uptake up: -64; dFosB activator: -14; PvdQ inh: -15; CDK5 p35 inh: 1.6; Rtt109 Vps75: 2; cardiac RTF act: -4; MITF act: -10; Wnt act: 0; HTR5A ag ctr: 1; SR-BI DiI inh: 64

Results for CCOC(=O)c1sc(C)c2c1NC(C)(c1ccccc1)NC2=O (stereo not given) ?
SR-BI uptake up: -9; dFosB activator: 1; PvdQ inh: 1; CDK5 p35 inh: 0.1; Rtt109 Vps75: -19; cardiac RTF act: -4; MITF act: -7; HTR5A ag ctr: 7; SR-BI DiI inh: 9

What do the screens show for `O=C1CCCCCN1C(=O)c1cccc(C(=O)N2CCCCCC2=O)c1`?
SR-BI uptake up: 22; dFosB activator: -5; PvdQ inh: -16; CDK5 p35 inh: 0.4; Rtt109 Vps75: 3; cardiac RTF act: -3; MITF act: 18; Wnt act: -1; HTR5A ag ctr: 3; SR-BI DiI inh: -22

What do the screens show for `O=C(CSc1ncnc2[nH]ncc12)Nc1nc(-c2ccc(F)c(F)c2)cs1`?
SR-BI uptake up: -52; dFosB activator: 33*; PvdQ inh: 11; CDK5 p35 inh: 0.7; Rtt109 Vps75: 1; cardiac RTF act: 3; MITF act: -18; Wnt act: -2; HTR5A ag ctr: 8; SR-BI DiI inh: 52

What do the screens show for `O=C(OCn1nnc2ccccc2c1=O)c1cccnc1`?
SR-BI uptake up: -2; dFosB activator: -3; PvdQ inh: 1; CDK5 p35 inh: 1.5; Rtt109 Vps75: -5; cardiac RTF act: -2; Wnt act: 6; HTR5A ag ctr: -1; SR-BI DiI inh: 2

How did OC12CCCCC1C(c1ccc3c(c1)OCO3)N(Cc1cccc(F)c1)CC2 (stereo not given) do in these assays?
SR-BI uptake up: 13; dFosB activator: -11; PvdQ inh: -6&8; CDK5 p35 inh: -0.6; Rtt109 Vps75: 5&4; cardiac RTF act: 3; MITF act: -1; Wnt act: 0; HTR5A ag ctr: 4; SR-BI DiI inh: -13

Results for CC(C)C1CC(CCN)(c2ccccc2)CCO1 (stereo not given) ?
SR-BI uptake up: 27; dFosB activator: -2; PvdQ inh: -4; CDK5 p35 inh: 0.8; Rtt109 Vps75: -7; cardiac RTF act: 2; MITF act: -1; Wnt act: -1; HTR5A ag ctr: -2; SR-BI DiI inh: -27

What do the screens show for `NNc1nc2cc3c(cc2s1)OCCO3`?
SR-BI uptake up: 6; dFosB activator: -4; PvdQ inh: 9; CDK5 p35 inh: -0.6; Rtt109 Vps75: 2; cardiac RTF act: -4; MITF act: -14; Wnt act: 16; HTR5A ag ctr: 4; SR-BI DiI inh: -6

How did CCN(CC)CCCN(Cc1cc2cc3c(cc2[nH]c1=O)OCO3)C(=S)NCCOC do in these assays?
SR-BI uptake up: -8; dFosB activator: -5; PvdQ inh: -15; CDK5 p35 inh: -2.4; Rtt109 Vps75: 0; cardiac RTF act: 3; MITF act: 15; Wnt act: 0; HTR5A ag ctr: 2; SR-BI DiI inh: 8

How did Cc1nnc2c3ccccc3c(-c3cccs3)nn12 do in these assays?
SR-BI uptake up: 16; dFosB activator: -39; PvdQ inh: -10; CDK5 p35 inh: -0.8; Rtt109 Vps75: -21; cardiac RTF act: 12; MITF act: 5; Wnt act: 3; HTR5A ag ctr: -3; SR-BI DiI inh: -16

What do the screens show for `CCOC(=O)c1oc2c(CN3CCN(C)CC3)c(O)ccc2c(=O)c1-c1ccccc1OC`?
SR-BI uptake up: -6; dFosB activator: -11; PvdQ inh: -13; CDK5 p35 inh: 0.6; Rtt109 Vps75: -6; cardiac RTF act: -4; MITF act: 5; Wnt act: -1; HTR5A ag ctr: 7; SR-BI DiI inh: 6

Results for Cn1nc(C(=O)NNC(=O)CCc2ccccc2Cl)c2ccccc2c1=O ?
SR-BI uptake up: 19; dFosB activator: -3; PvdQ inh: -5; CDK5 p35 inh: -0.9; Rtt109 Vps75: -3; cardiac RTF act: 14; MITF act: 8; Wnt act: -3; HTR5A ag ctr: 1; SR-BI DiI inh: -19

How did Cc1ccc(CNC(=O)c2nn(C)c3c2CS(=O)(=O)c2ccccc2-3)cc1 do in these assays?
SR-BI uptake up: -16; dFosB activator: -5; PvdQ inh: -5; CDK5 p35 inh: -0.5; Rtt109 Vps75: -3; cardiac RTF act: 0; MITF act: -3; Wnt act: -1; HTR5A ag ctr: 1; SR-BI DiI inh: 16

Results for COc1ccc(C(=O)NCCSCc2ccc(Cl)cc2)cc1OC ?
SR-BI uptake up: -30; dFosB activator: -8; PvdQ inh: 7; CDK5 p35 inh: 0.0; Rtt109 Vps75: 2; cardiac RTF act: 4; MITF act: 0; Wnt act: 0; HTR5A ag ctr: -1; SR-BI DiI inh: 30

Results for CCS(=O)(=O)N1CCCC(C(=O)NCc2ccc3c(c2)OCO3)C1 (stereo not given) ?
SR-BI uptake up: 6; dFosB activator: 6; PvdQ inh: 15; CDK5 p35 inh: -0.6; Rtt109 Vps75: -5; cardiac RTF act: 0; MITF act: 4; HTR5A ag ctr: -8; SR-BI DiI inh: -6

How did CCN(Cc1cccs1)C(=O)c1cccc(S(=O)(=O)N2CCN(C)CC2)c1 do in these assays?
SR-BI uptake up: 19; dFosB activator: -6; PvdQ inh: -14; CDK5 p35 inh: -0.6; Rtt109 Vps75: 8; cardiac RTF act: -1; MITF act: 0; Wnt act: 1; HTR5A ag ctr: 5; SR-BI DiI inh: -19

Results for COc1ccc(S(=O)(=O)N2CCOCC2)cc1NC(=O)CO/N=C/c1ccccc1OC(F)F ?
SR-BI uptake up: -57; dFosB activator: 1; PvdQ inh: -15; CDK5 p35 inh: -0.5; Rtt109 Vps75: -2; cardiac RTF act: 1; MITF act: 1; Wnt act: -2; HTR5A ag ctr: 1; SR-BI DiI inh: 57

What do the screens show for `Cc1ccc(C)c(-n2c(=O)c(C#N)cc3c(=O)n4ccccc4nc32)c1`?
SR-BI uptake up: 10; dFosB activator: 0; PvdQ inh: 3; CDK5 p35 inh: 0.1; cardiac RTF act: 2; MITF act: 2; Wnt act: 3; HTR5A ag ctr: 0; SR-BI DiI inh: -10

What do the screens show for `CCCCn1c(N)c(N(CCC(C)C)C(=O)CSc2nncn2-c2ccccc2)c(=O)[nH]c1=O`?
SR-BI uptake up: -1; dFosB activator: -4; PvdQ inh: -14; CDK5 p35 inh: 0.1; Rtt109 Vps75: 5; cardiac RTF act: -3; MITF act: -5; Wnt act: -3; HTR5A ag ctr: -3; SR-BI DiI inh: 1

What do the screens show for `Cc1onc(-c2c(Cl)cccc2Cl)c1C(=O)Nc1ccc(Cl)cn1`?
SR-BI uptake up: 2; dFosB activator: -5; PvdQ inh: -9; CDK5 p35 inh: 0.9; Rtt109 Vps75: 2; cardiac RTF act: -3; Wnt act: -1; HTR5A ag ctr: 7; SR-BI DiI inh: -2

Compounds above containing two or more sulfur atoms:
What do the screens show for `O=C(CSc1ncnc2[nH]ncc12)Nc1nc(-c2ccc(F)c(F)c2)cs1`?
SR-BI uptake up: -52; dFosB activator: 33*; PvdQ inh: 11; CDK5 p35 inh: 0.7; Rtt109 Vps75: 1; cardiac RTF act: 3; MITF act: -18; Wnt act: -2; HTR5A ag ctr: 8; SR-BI DiI inh: 52

How did CCN(Cc1cccs1)C(=O)c1cccc(S(=O)(=O)N2CCN(C)CC2)c1 do in these assays?
SR-BI uptake up: 19; dFosB activator: -6; PvdQ inh: -14; CDK5 p35 inh: -0.6; Rtt109 Vps75: 8; cardiac RTF act: -1; MITF act: 0; Wnt act: 1; HTR5A ag ctr: 5; SR-BI DiI inh: -19

(listing goes on)
What do the screens show for `CSc1ccc(/C=C/C(=O)c2ccc(NC(C)=O)cc2)cc1`?
SR-BI uptake up: -5; dFosB activator: -1; PvdQ inh: 10; CDK5 p35 inh: 1.2; Rtt109 Vps75: 11; cardiac RTF act: 15; MITF act: 11; HTR5A ag ctr: -8; SR-BI DiI inh: 5

Results for CC1(OC(=O)C2CCCC2)C(=O)C=C2C=C(c3ccsc3)N(C(CO)CO)C=C2C1=O (stereo not given) ?
SR-BI uptake up: 17; dFosB activator: 0; PvdQ inh: 16; CDK5 p35 inh: 4.5; Rtt109 Vps75: 19; cardiac RTF act: 0; MITF act: -12; Wnt act: 1; HTR5A ag ctr: 11; SR-BI DiI inh: -17

Results for COc1cccc(CNc2ccc([N+](=O)[O-])c(NCC(=O)O)n2)c1 ?
SR-BI uptake up: 12; dFosB activator: 3; PvdQ inh: 5; CDK5 p35 inh: -0.1; Rtt109 Vps75: 0; cardiac RTF act: 2; MITF act: 0; Wnt act: -3; HTR5A ag ctr: -4; SR-BI DiI inh: -12

Results for CC(NC(=O)C1=CC=CN2CCS(=O)(=O)N=C12)c1ccc(Cl)c(Cl)c1 (stereo not given) ?
SR-BI uptake up: -9; dFosB activator: 0; PvdQ inh: -8; CDK5 p35 inh: -4.4; Rtt109 Vps75: 2; cardiac RTF act: -2; MITF act: -3; Wnt act: -4; HTR5A ag ctr: 4; SR-BI DiI inh: 9

Results for O=C(COc1ccccc1Cl)Nc1ccc(NC(=O)c2ccco2)cc1 ?
SR-BI uptake up: -8; dFosB activator: 21*; PvdQ inh: 0; CDK5 p35 inh: 1.7; Rtt109 Vps75: 5; cardiac RTF act: -3; MITF act: 1; Wnt act: 2; HTR5A ag ctr: -1; SR-BI DiI inh: 8

What do the screens show for `FC(F)(F)c1cccc(NC(=S)Nc2ccc(Cl)cc2Cl)c1`?
SR-BI uptake up: 0; dFosB activator: 1; PvdQ inh: -13; CDK5 p35 inh: -1.4; Rtt109 Vps75: -3; cardiac RTF act: -3; MITF act: -19; HTR5A ag ctr: 0; SR-BI DiI inh: 0

How did O=C(CNC(=O)c1ccc(Cl)cc1)OCC(=O)N1CCCC1 do in these assays?
SR-BI uptake up: -1; dFosB activator: 3; PvdQ inh: -8; CDK5 p35 inh: 0.6; Rtt109 Vps75: -1; cardiac RTF act: 5; MITF act: 13; Wnt act: 0; HTR5A ag ctr: 3; SR-BI DiI inh: 1

How did CC(C)C(C)NC(=O)CN1C(=O)NC(C)(c2ccc3ccccc3c2)C1=O (stereo not given) do in these assays?
SR-BI uptake up: -1; dFosB activator: -6; PvdQ inh: -3; CDK5 p35 inh: 0.0; Rtt109 Vps75: 0; cardiac RTF act: -1; MITF act: -5; Wnt act: 3; HTR5A ag ctr: 1; SR-BI DiI inh: 1

How did Cc1cccc(C2NC(=O)c3ccccc3O2)c1 (stereo not given) do in these assays?
SR-BI uptake up: -1; dFosB activator: -5; PvdQ inh: -6; CDK5 p35 inh: -0.6; Rtt109 Vps75: 7; cardiac RTF act: -3; MITF act: 15; Wnt act: 1; HTR5A ag ctr: -3; SR-BI DiI inh: 1

How did Cc1cc(C)n2c(SCC(=O)Nc3ccc(F)cc3F)nnc2n1 do in these assays?
SR-BI uptake up: 16; dFosB activator: 0; PvdQ inh: -4; CDK5 p35 inh: 0.3; Rtt109 Vps75: -4; cardiac RTF act: -5; MITF act: 5; Wnt act: -1; HTR5A ag ctr: 3; SR-BI DiI inh: -16

Source: PubChem (several laboratories)
